High-throughput results as filed in PubChem.
USP7 inh: inhibitors of human USP7 deubiquitinase. Ubiquitin carboxyl-terminal hydrolase 7 (Homo sapiens), Q93009. purified USP7, Ub-rhodamine cleavage fluorescence. inhibition, % at 20 µM. 0.3% of 47,000 active
USP10 block: inhibitors of human USP10 deubiquitinase; 1.1% of 47,000 active; Ubiquitin carboxyl-terminal hydrolase 10 (Homo sapiens), Q14694; inhibition, % at 20 µM; purified USP10, Ub-rhodamine fluorescence, 60 min
UCHL1 inh: inhibitors of human UCHL1 deubiquitinase; 0.2% of 47,000 active; inhibition, % at 20 µM; AID 1645859, 2021; purified UCHL1, Ub-rhodamine cleavage fluorescence; Ubiquitin carboxyl-terminal hydrolase isozyme L1 (Homo sapiens), P09936
USP30 block: inhibitors of human USP30 deubiquitinase | Ubiquitin carboxyl-terminal hydrolase 30 (Homo sapiens), Q70CQ3 | 5.3% of 47,000 active | inhibition, % at 25 µM | purified USP30, Ub-rhodamine cleavage fluorescence
USP17 block: inhibitors of human USP17 deubiquitinase. purified USP17, Ub-rhodamine cleavage fluorescence, 3 h. inhibition, % at 50 µM. 6.5% of 47,000 active. AID 1645855, 2021
USP28 block: inhibitors of human USP28 deubiquitinase; purified USP28, Ub-rhodamine cleavage fluorescence, 30 min; 3% of 47,000 active; inhibition, % at 25 µM; Ubiquitin carboxyl-terminal hydrolase 28 (Homo sapiens), Q96RU2
OTUD3 block: inhibitors of human OTUD3 deubiquitinase | AID 1645858, 2021 | inhibition, % at 25 µM | OTU domain-containing protein 3 (Homo sapiens), Q5T2D3 | purified OTUD3, Ub-rhodamine fluorescence, 2 h | 0.7% of 47,000 active
USP8 inh: inhibitors of human USP8 deubiquitinase | Ubiquitin carboxyl-terminal hydrolase 8 (Homo sapiens), P40818 | purified USP8, Ub-rhodamine cleavage fluorescence, 30 min | inhibition, % at 20 µM | 4.2% of 47,000 active | AID 1645853, 2021
Target sequence (P40818 whole entry, looked up): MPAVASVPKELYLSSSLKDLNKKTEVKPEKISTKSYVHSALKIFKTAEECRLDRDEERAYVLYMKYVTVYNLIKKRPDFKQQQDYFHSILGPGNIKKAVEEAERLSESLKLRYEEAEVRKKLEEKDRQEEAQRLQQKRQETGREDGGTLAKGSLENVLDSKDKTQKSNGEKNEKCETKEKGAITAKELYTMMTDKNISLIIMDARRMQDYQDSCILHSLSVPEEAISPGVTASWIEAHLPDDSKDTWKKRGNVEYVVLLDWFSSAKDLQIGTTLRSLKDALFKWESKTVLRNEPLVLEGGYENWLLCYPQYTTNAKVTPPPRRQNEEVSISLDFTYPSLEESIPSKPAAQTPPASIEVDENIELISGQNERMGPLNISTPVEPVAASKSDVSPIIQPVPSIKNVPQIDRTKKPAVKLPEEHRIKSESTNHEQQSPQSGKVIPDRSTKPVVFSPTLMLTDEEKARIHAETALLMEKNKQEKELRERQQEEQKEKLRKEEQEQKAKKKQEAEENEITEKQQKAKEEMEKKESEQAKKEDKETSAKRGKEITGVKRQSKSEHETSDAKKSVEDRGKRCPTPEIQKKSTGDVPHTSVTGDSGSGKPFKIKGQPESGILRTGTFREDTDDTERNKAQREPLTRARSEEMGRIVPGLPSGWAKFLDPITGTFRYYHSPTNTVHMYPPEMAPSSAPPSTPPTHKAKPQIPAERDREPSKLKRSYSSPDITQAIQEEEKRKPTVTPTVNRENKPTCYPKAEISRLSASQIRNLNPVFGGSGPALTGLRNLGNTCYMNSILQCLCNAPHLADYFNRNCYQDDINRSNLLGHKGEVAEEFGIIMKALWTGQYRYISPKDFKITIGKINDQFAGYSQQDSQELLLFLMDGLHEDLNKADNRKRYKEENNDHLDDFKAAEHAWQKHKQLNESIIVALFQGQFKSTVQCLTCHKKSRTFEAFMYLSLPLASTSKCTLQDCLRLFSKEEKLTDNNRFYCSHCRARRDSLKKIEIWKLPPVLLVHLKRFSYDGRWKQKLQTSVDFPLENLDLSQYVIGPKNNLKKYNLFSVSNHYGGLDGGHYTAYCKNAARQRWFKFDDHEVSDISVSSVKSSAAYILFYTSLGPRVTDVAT
The depositor's hits bear a star; i = inactive; . = not tested or not shown. Cut-off read from the data, not from the text of the source: active = inhibition above about 30%; inactive = the rest.

1: Cc1ccccc1C(=O)N1CCCC(c2nc(-c3ccccn3)ncc2-c2ccncc2)C1 (stereo not given)
2: CCN1CCN(c2ccc(S(=O)(=O)N3CCOCC3)cc2NC(=O)c2cccc([N+](=O)[O-])c2)CC1
3: Cc1ccccc1C(=O)Nc1ccc(Oc2ccc(C(C)(C)C)cc2)nc1
4: CNC(=O)C1Cn2ccnc2C2(CCN(C(=O)NCCc3ccc(F)cc3)CC2)O1 (stereo not given)
5: CCn1cc(S(=O)(=O)N2CCCCCC2c2cc(-c3ccc(OC)cc3)on2)cn1 (stereo not given)
6: CC1(C)Cc2c(c(-c3ccco3)nc3sc4c(NCc5ccccn5)ncnc4c23)CO1
entry no.	1	2	3	4	5	6
USP7 inh	7	-3	7	3	-4	2
USP10 block	0	0	13	1	2	-6
UCHL1 inh	2	2	7	0	1	-1
USP30 block	15	-10	1	-2	-3	-7
USP17 block	-18	-24	6	0	11	38*
USP28 block	4	-2	12	-2	-5	13
OTUD3 block	6	1	2	0	-3	7
USP8 inh	-150	-161	11	0	8	19

7: COc1ccccc1CN1CCC2(CC1)CN(C(C)=O)Cc1ccccc1O2
8: CCN(CC)S(=O)(=O)c1ccc(N2CCN(c3ccccc3O)CC2)nc1
9: O=C(Nc1cccc(F)c1)c1cccc2c1C(=O)N(CC1CCCO1)C2 (stereo not given)
10: Cc1c(-c2cccc(Cl)c2)nc2ccccc2c1C(=O)NC1CCN(Cc2ccccc2)CC1
11: CCNC(=O)c1cc2cccc3c2n1CCS3
12: CCN1CCCC1CN(Cc1cc2cccc(C)c2[nH]c1=O)C(=O)Nc1ccc(Cl)cc1 (stereo not given)
entry no.	7	8	9	10	11	12
USP7 inh	-1	-1	-5	0	-47	-16
USP10 block	-8	8	-2	-7	-8	-5
UCHL1 inh	0	0	0	0	-52	0
USP30 block	-26	-5	-29	-25	i	-81
USP17 block	-24	4	-26	-17	.	-26
USP28 block	-7	-3	-8	-13	-133	-32
OTUD3 block	-12	-3	-12	-16	-173	-42
USP8 inh	-48	7	-2	-19	-80	-6

13: COc1cc(O)c2c(=O)c(OC)c(-c3cccc(Cl)c3O)oc2c1OC
14: O=C(c1ccccc1)N1CCN(c2cc(-c3ccccc3)[nH]n2)CC1
15: O=C(COc1ccccc1)N(Cc1ccccc1O)c1ccccc1Cl
16: Cc1cccc(NC(=O)c2ccc3c(c2)N(S(C)(=O)=O)CC3)c1C
17: O=S(=O)(Cc1noc(-c2ccccc2)n1)c1ccc(F)cc1
18: Cc1ccc(C(=O)N2CCN(C(=O)c3cc(-c4ccccn4)n[nH]3)CC2)cc1
entry no.	13	14	15	16	17	18
USP7 inh	0	-21	12	-1	-1	-1
USP10 block	10	4	15	2	3	0
UCHL1 inh	-2	0	6	1	3	0
USP30 block	20	0	33*	-12	.	-6
USP17 block	-32	-1	29	30	17	-22
USP28 block	1	-7	25	11	.	-5
OTUD3 block	1	6	15	-9	7	-1
USP8 inh	8	-10	14	-10	2	-90

19: CC1=C(c2ccccc2)S(=O)(=O)N(CC(=O)Nc2ccccc2C)C1=O
20: Cc1cc(NC(=O)CN2CCCC2c2noc(C)n2)n(C)n1 (stereo not given)
21: COc1ccc(CCN2C(=O)CCC2(C)C(=O)NCc2ccccc2)c(OC)c1 (stereo not given)
22: Cc1nc(-c2cccc(C(=O)O)c2)cc(C2CCNCC2)n1
23: O=C(NCC(F)(F)F)c1ccc2ccc(N3CCN(c4ncccn4)CC3)n2c1
24: O=S(=O)(c1ccc(F)c(F)c1)N1CCCN(c2cc(-c3ccccn3)[nH]n2)CC1
entry no.	19	20	21	22	23	24
USP7 inh	6	1	-8	-1	-47	-27
USP10 block	1	-1	-1	1	-6	-8
UCHL1 inh	1	-3	-2	-2	-36	-17
USP30 block	13	-1	-8	-2	i	-117
USP17 block	10	1	-15	0	-125	.
USP28 block	14	-7	-14	-2	-153	-48
OTUD3 block	12	4	-3	-2	-111	-29
USP8 inh	-5	-8	-18	-11	-36	-198

25: CC(C)N1C(=O)CO[C@H]2CN(c3ncccn3)C[C@H]21
26: Nc1nc(COC(=O)c2ccoc2)nc(Nc2ccccc2)n1
27: COc1ccc(-c2cnc([C@@H]3COCCN3Cc3ncc[nH]3)[nH]2)cc1
28: COCCCNC(=O)C1(C)CCC(=O)N1c1ccccc1OC (stereo not given)
29: O=C(c1cccn(Cc2ccc(C(F)(F)F)cc2)c1=O)N1CCOCC1
30: CC(C(=O)Nc1ccc(F)c(F)c1)(C(F)(F)F)C(F)(F)F
entry no.	25	26	27	28	29	30
USP7 inh	1	-2	-7	2	2	-1
USP10 block	2	-3	1	-1	-1	-5
UCHL1 inh	0	1	0	1	3	-3
USP30 block	1	0	-51	18	.	-41
USP17 block	-14	-4	-67	0	12	-9
USP28 block	-5	1	-3	0	.	-26
OTUD3 block	-3	4	-3	8	0	-14
USP8 inh	-16	0	-38	1	2	-7

Random excerpt: six compounds from above.
29: O=C(c1cccn(Cc2ccc(C(F)(F)F)cc2)c1=O)N1CCOCC1
26: Nc1nc(COC(=O)c2ccoc2)nc(Nc2ccccc2)n1
30: CC(C(=O)Nc1ccc(F)c(F)c1)(C(F)(F)F)C(F)(F)F
27: COc1ccc(-c2cnc([C@@H]3COCCN3Cc3ncc[nH]3)[nH]2)cc1
28: COCCCNC(=O)C1(C)CCC(=O)N1c1ccccc1OC (stereo not given)
25: CC(C)N1C(=O)CO[C@H]2CN(c3ncccn3)C[C@H]21
entry no.	29	26	30	27	28	25
USP7 inh	2	-2	-1	-7	2	1
USP10 block	-1	-3	-5	1	-1	2
UCHL1 inh	3	1	-3	0	1	0
USP30 block	.	0	-41	-51	18	1
USP17 block	12	-4	-9	-67	0	-14
USP28 block	.	1	-26	-3	0	-5
OTUD3 block	0	4	-14	-3	8	-3
USP8 inh	2	0	-7	-38	1	-16

The results go on:
31: CCc1ncc(CN2CCC3(CC2)Nc2cc(Cl)ccc2C2=NCCN23)cn1
32: COC(=O)c1cc2c(ccn2-c2ccc(F)cc2)n1C
33: Cc1ccc2c(c1)cc(C(=O)NCC1CCCO1)n2C (stereo not given)
34: CC(c1ccccc1)c1nc(-c2ccc(=O)[nH]c2)no1 (stereo not given)
35: CCCCCCCc1cc(O)cc(OC(=O)c2c(CCCCCCC)cc(O)cc2O[C@H]2O[C@H](C(O)CO)[C@@H](O)[C@@H]2O)c1 (stereo not given in full)
36: O=C(Nc1ccc(S(=O)(=O)N2CCOCC2)cc1)c1cccc(C(F)(F)F)c1
entry no.	31	32	33	34	35	36
USP7 inh	2	-13	2	-5	-4	-4
USP10 block	-2	3	-10	-1	12	1
UCHL1 inh	1	6	0	-1	15	6
USP30 block	6	-19	1	8	-33	-6
USP17 block	4	-35	-5	-2	40*	4
USP28 block	1	4	0	61*	83*	28
OTUD3 block	10	-4	-3	1	0	-5
USP8 inh	2	36*	-3	10	0	0

37: COc1ccccc1N(CC(=O)NCc1ccc2c(c1)OCO2)C(=O)CCC(=O)Nc1ccccn1
38: CCc1ccc2oc(-c3ccccc3)cc(=Nc3ccc(C(C)=O)cc3)c2c1
39: Cc1cc(C)cc(NC(=O)CCc2c(C)nn3cnnc3c2C)c1
40: CCc1cccc(NC(=O)Cn2cc(C(=O)N3CCCC3)c(=O)c3ccc(C)nc32)c1
41: Cc1nc(-c2ccccc2)nc2c1CC(=O)N2Cc1cccnc1
42: O=C(COc1ccc2c(-c3ccccc3)cc(=O)oc2c1)NCCc1cnc[nH]1
entry no.	37	38	39	40	41	42
USP7 inh	-8	-1	6	-13	-36	-43
USP10 block	-2	8	1	-6	-5	5
UCHL1 inh	-3	1	2	0	-22	1
USP30 block	-4	25	10	-16	-301	8
USP17 block	0	24	7	-4	-11	-6
USP28 block	-9	14	4	6	-74	0
OTUD3 block	-5	10	7	0	-72	0
USP8 inh	3	13	1	4	52*	3

43: CCc1ccccc1N1C(=O)CN(S(C)(=O)=O)CC1(C)C(=O)NC1CCCC1 (stereo not given)
44: CC(=O)OC1CC2CCC1N(Cc1ccccc1)C2=O (stereo not given)
45: CCC(Oc1ccccc1)C(=O)NC(c1ccccc1)c1ccccc1 (stereo not given)
46: O=C(NCC(c1ccco1)N1CCCCC1)c1ccc(Cl)cc1 (stereo not given)
47: Cc1ccc(F)cc1N1C(=O)CSCC1=O
48: Cc1nc(Nc2ncccn2)cc(C2CCCN2)n1 (stereo not given)
entry no.	43	44	45	46	47	48
USP7 inh	3	4	2	-9	-9	6
USP10 block	0	1	7	-3	-2	-1
UCHL1 inh	-2	1	-1	-1	-2	0
USP30 block	12	5	-19	-6	-13	16
USP17 block	0	7	-6	-2	.	4
USP28 block	0	5	-8	-9	-10	30*
OTUD3 block	-19	11	-6	-1	-10	4
USP8 inh	2	15	0	6	2	-17

49: COc1ccc(C(=O)N(C)C2CCN(C)CC2)cc1S(=O)(=O)Nc1cc(Cl)ccc1Cl
50: COc1cccc(Nc2ncnc3c2nnn3C)c1
51: O=C(Nc1ccc(Cl)c(Cl)c1)C1C2C=CC3(O2)C1C(=O)N(CCCN1CCN(Cc2ccccc2)CC1)C3C(=O)NC1CCCCC1 (stereo not given)
52: Cc1cc(-c2noc(-c3cccs3)n2)no1
53: O=C(c1cccnc1)N1Cc2nc(C(=O)N3CCCC3)oc2C1
54: Cc1ccc(/C=C/C(=O)Nc2ccc3nc(N4CCN(c5ncccn5)CC4)cc(C)c3c2)cc1
entry no.	49	50	51	52	53	54
USP7 inh	0	3	-143	-3	-5	-1
USP10 block	2	7	-1	0	-5	-1
UCHL1 inh	1	2	1	0	-6	-5
USP30 block	1	18	-58	13	-72	-99
USP17 block	-10	12	-13	9	-17	-18
USP28 block	-7	12	-7	-1	-7	-8
OTUD3 block	-5	0	-14	6	-7	-13
USP8 inh	-14	21	-119	23	-77	1

55: CCc1ccc2nc(NC(=O)c3c(C)oc4ncn(C)c(=O)c34)sc2c1
56: O=S(=O)(c1cccnc1)N1CCc2[nH]nc(-c3ccc(F)cc3)c2C1
57: O=C1C[C@@H]2O[C@H](CNC(=O)[C@@H]3CN(CCN3C(=O)c3ccc(F)cc3)C(=O)[C@@H]3C[C@@H](CN3Cc3ccccc3)N1)[C@@H](O)[C@H]2O
58: CCc1noc(-c2ccc(-n3cnc(C(=O)N(C)C4CCCCC4)c3)nc2)n1
59: Cc1cc(NCCCC(=O)Nc2ccc(C)c(C)c2)n2nc(-c3cccnc3)nc2n1
60: O=C(C1CC1)N1CCCn2nc(-c3cccnc3)cc2C1
entry no.	55	56	57	58	59	60
USP7 inh	-10	-8	-5	0	0	-8
USP10 block	-5	-1	0	3	0	-5
UCHL1 inh	-14	0	1	1	-4	-7
USP30 block	.	7	-5	12	4	-41
USP17 block	-22	-11	9	3	-12	-12
USP28 block	.	0	6	1	-13	-12
OTUD3 block	5	2	1	4	-4	-16
USP8 inh	-45	-63	2	-6	-17	-5

Arranged by heavy-atom count (falling): some entries from above
57: O=C1C[C@@H]2O[C@H](CNC(=O)[C@@H]3CN(CCN3C(=O)c3ccc(F)cc3)C(=O)[C@@H]3C[C@@H](CN3Cc3ccccc3)N1)[C@@H](O)[C@H]2O
54: Cc1ccc(/C=C/C(=O)Nc2ccc3nc(N4CCN(c5ncccn5)CC4)cc(C)c3c2)cc1
58: CCc1noc(-c2ccc(-n3cnc(C(=O)N(C)C4CCCCC4)c3)nc2)n1
55: CCc1ccc2nc(NC(=O)c3c(C)oc4ncn(C)c(=O)c34)sc2c1
entry no.	57	54	58	55
USP7 inh	-5	-1	0	-10
USP10 block	0	-1	3	-5
UCHL1 inh	1	-5	1	-14
USP30 block	-5	-99	12	.
USP17 block	9	-18	3	-22
USP28 block	6	-8	1	.
OTUD3 block	1	-13	4	5
USP8 inh	2	1	-6	-45

Later entries:
61: CC(C)(C)c1cc(C(=O)N2CCCC2c2ccncn2)n[nH]1 (stereo not given)
62: Cc1ccsc1C(=O)NCc1nnc2c(C(F)(F)F)cc(Cl)cn12
63: Cc1nn(-c2ccccc2)c(C)c1S(=O)(=O)N1CCCCC1
64: O=C(Cn1cnc(-c2noc(-c3cccc(F)c3)n2)c1)Nc1ccccc1
entry no.	61	62	63	64
USP7 inh	-10	-14	-3	5
USP10 block	-8	-1	-1	27
UCHL1 inh	-8	-2	1	6
USP30 block	-116	-8	.	-6
USP17 block	.	-14	3	8
USP28 block	-38	-9	.	-5
OTUD3 block	-25	-8	2	-3
USP8 inh	-23	-99	0	65*
